BoNT-A LC inh2: inhibitors of Botulinum neurotoxin A light chain protease; multiplex microsphere protease substrate cleavage, flow cytometry; inhibition, % at 10 µM; hit rate 0.17% among 360,000; further: plate controls were buffer without enzyme for full effect and enzyme alone for no effect
MazEF act: MazEF (E. coli) toxin RNase activation; P0AE70; FAM/BHQ RNA-DNA oligo cleavage fluorescence, 5 h; activation, % at 20 µM; hit rate 0.32% among 350,000; AID 504720; in the data active means activation above about 50%
Target sequence (P0AE70 whole entry, looked up): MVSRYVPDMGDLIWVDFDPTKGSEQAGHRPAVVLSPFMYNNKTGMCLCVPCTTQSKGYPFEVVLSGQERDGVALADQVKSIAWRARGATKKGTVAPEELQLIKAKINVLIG
SSB-PriA inh: inhibitors of Klebsiella pneumoniae PriA binding to SSB C-terminal tail; inhibition, % at 33 µM; hit rate 0.6% among 430,000; AlphaScreen SSBct-PriA binding, biotinylated peptide; in the data active means inhibition mostly above about 37%, no sharp cut-off; inactive means mostly below about 20%;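 further: plate controls were negative control peptide for no effect and reference peptide for full effect; strong numbers were not always called active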
PrPC TRFRET: inhibitors of human cell surface prion protein PrPC. hit rate 0.43% among 370,000. inhibition, % at 13.8 µM. TR-FRET read-out; in the data active means inhibition above about 24%; further: 0% = median of the test wells and 100% = reference compound wells
BoNT-F LC inh: BoNT F light chain protease inhibition | Multiplex microsphere protease cleavage assay, flow cytometry | inhibition, % at 10 µM | hit rate 0.22% among 360,000; in the data active means inhibition above about 35%, passing the limit was not always enough; inconclusive means no clear call, values can overlap the other calls; further: plate controls were buffer without enzyme for full effect and enzyme alone for no effect
VHR inh abs: inhibitors of human VHR1 phosphatase (DUSP3); AID 1654; inhibition, % at 13.3 µM; recombinant VHR phosphatase, pNPP absorbance; P51452; hit rate 0.52% among 290,000; in the data active means inhibition above about 50%; further: some compounds called inactive have numbers as strong as hits
Target sequence (P51452 whole entry, looked up): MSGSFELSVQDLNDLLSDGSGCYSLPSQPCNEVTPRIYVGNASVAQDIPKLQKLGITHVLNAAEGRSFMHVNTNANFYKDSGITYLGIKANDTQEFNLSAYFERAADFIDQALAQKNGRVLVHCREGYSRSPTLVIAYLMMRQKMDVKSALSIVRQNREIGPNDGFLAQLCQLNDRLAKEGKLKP
3CLpro inhibitor: SARS-CoV 3CLpro protease inhibition | inhibition, % at 6 µM | hit rate 0.14% among 290,000 | AID 1706 | recombinant SARS-CoV 3CLpro, quenched FRET peptide cleavage; in the data active means inhibition above about 12%
Anthrax LF prot: blocks Bacillus anthracis lethal factor protease; hit rate 0.12% among 360,000; inhibition, % at 10 µM; AID 588501; multiplex microsphere protease cleavage assay, LF; P15917; further: plate controls were buffer without enzyme for full effect and enzyme alone for no effect
Target sequence (P15917 whole entry, looked up): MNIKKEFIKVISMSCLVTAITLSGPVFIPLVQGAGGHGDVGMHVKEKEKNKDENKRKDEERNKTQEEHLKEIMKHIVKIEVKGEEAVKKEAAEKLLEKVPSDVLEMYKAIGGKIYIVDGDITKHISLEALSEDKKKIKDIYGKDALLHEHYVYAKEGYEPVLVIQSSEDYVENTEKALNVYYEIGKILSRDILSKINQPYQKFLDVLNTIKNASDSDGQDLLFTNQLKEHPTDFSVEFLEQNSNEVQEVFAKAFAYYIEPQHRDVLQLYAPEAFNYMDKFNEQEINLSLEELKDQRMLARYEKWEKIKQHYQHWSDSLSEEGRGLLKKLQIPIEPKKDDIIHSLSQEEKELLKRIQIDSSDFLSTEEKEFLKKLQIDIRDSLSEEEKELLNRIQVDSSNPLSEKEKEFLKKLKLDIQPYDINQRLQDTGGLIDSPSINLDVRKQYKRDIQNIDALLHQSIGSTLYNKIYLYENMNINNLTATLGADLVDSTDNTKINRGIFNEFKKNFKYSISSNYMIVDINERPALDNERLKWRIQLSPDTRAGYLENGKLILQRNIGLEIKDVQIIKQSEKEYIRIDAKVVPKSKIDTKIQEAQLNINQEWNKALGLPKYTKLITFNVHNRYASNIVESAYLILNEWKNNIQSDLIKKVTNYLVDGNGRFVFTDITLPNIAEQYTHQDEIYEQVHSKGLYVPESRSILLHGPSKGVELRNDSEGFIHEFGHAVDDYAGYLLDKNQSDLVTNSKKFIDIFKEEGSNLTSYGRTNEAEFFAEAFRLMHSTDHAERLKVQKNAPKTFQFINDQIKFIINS
CCHFV vOTU inh: CCHFV vOTU protease inhibition; Pep-AMC fluorescence; inhibition, % at 11.5 µM; hit rate 0.55% among 370,000; in the data active means inhibition above about 30%; further: 0% = vehicle wells with enzyme and 100% = no enzyme wells
Rv3671c protease: inhibitors of M. tuberculosis serine protease Rv3671c; hit rate 0.048% among 320,000; inhibition, % at 5.96 µM; P9WHR9; in the data active means inhibition above about 38%;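 further: extracellular domain of Rv3671c used as enzyme; 0% = enzyme with DMSO and 100% = no enzyme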
* marks the source's active call; other numbers are inactive results; i = inactive; ? = inconclusive; / = no result given. Unless noted, no stated cut-off is given here; in the data, active means inhibition above about 30%; inconclusive means no clear call, values can overlap the other calls; inactive means below that.

SMILES	BoNT-A LC inh2	MazEF act	SSB-PriA inh	PrPC TRFRET	BoNT-F LC inh	VHR inh abs	3CLpro inhibitor	Anthrax LF prot	CCHFV vOTU inh	Rv3671c protease
C=CCOc1c(Cl)cc(CNCCC)cc1Cl	3.7	6	-6	-7	-27	22	1	-1	10	1
COc1ccc(-n2ccnc2SCC(=O)NO)cc1	0.7	4	-6	6	-6	15	3	5	-2	13
CCOC(=O)N1CCC(N(CCN(C)C)C(=S)Nc2cccc(Cl)c2)CC1	-1.4	5	-5	-1	-3	16	-4	3	11	4
CCOc1cc(/C=C2/NC(=O)N(CC(=O)Nc3cccc(C)c3)C2=O)ccc1OC	-0.8	0	-17	-7	-12	0	-11	1	1	-1
COC(=O)C1=NN(c2ccc(C)cc2)C2(S1)SC(C(C)=O)=C(C)N2c1ccccc1 (configuration not stated)	-2.6	0	14	-1	-7	-4	0	-5	-1	-6
CC1Cc2ccccc2N1C(=O)CSc1ccccn1 (configuration not stated)	0.0	4	/	-7	2	/	/	-11	-1	/
O=c1[nH]cnc2c1nnn2Cc1ccccc1	-2.6	2	-5	-1	17	16	-1	-2	-5	1
Nc1c(C(=O)O)cnn1-c1ccc([N+](=O)[O-])cc1	-0.2	5	-2	-15	?	6	-2	11	-17	0
O=C(O)CC(=O)Nc1ccccc1	0.1	1	1	7	17	20	0	6	0	-3
COc1ccc(C(=O)O/N=C(\N)c2ccccc2Cl)cc1OC	-2.0	-6	i	-6	-10	/	-1	17	10	4
CC(C)c1ccc(NC(=O)CSc2nc3ccsc3c(=O)n2CCC(=O)O)cc1	-2.2	-1	-8	-4	-3	-13	0	0	14	-8
O=C(NCc1ccccc1)c1cc[n+](Cc2ccccc2)cc1	0.1	9	-4	-23	2	17	6	-3	11	-1

Already shown: 5 of the compounds above.
SMILES	BoNT-A LC inh2	MazEF act	SSB-PriA inh	PrPC TRFRET	BoNT-F LC inh	VHR inh abs	3CLpro inhibitor	Anthrax LF prot	CCHFV vOTU inh	Rv3671c protease
Nc1c(C(=O)O)cnn1-c1ccc([N+](=O)[O-])cc1	-0.2	5	-2	-15	?	6	-2	11	-17	0
O=C(O)CC(=O)Nc1ccccc1	0.1	1	1	7	17	20	0	6	0	-3
COc1ccc(C(=O)O/N=C(\N)c2ccccc2Cl)cc1OC	-2.0	-6	i	-6	-10	/	-1	17	10	4
CC(C)c1ccc(NC(=O)CSc2nc3ccsc3c(=O)n2CCC(=O)O)cc1	-2.2	-1	-8	-4	-3	-13	0	0	14	-8
O=C(NCc1ccccc1)c1cc[n+](Cc2ccccc2)cc1	0.1	9	-4	-23	2	17	6	-3	11	-1

(continued)
SMILES	BoNT-A LC inh2	MazEF act	SSB-PriA inh	PrPC TRFRET	BoNT-F LC inh	VHR inh abs	3CLpro inhibitor	Anthrax LF prot	CCHFV vOTU inh	Rv3671c protease
C=C(C)Cn1c(-c2ccncc2)n[nH]c1=S	0.2	-33	-1	-3	-5	12	5	-6	8	5
CSc1ncccc1C(=O)NNC(=O)c1ccc(NS(=O)(=O)c2cccs2)cc1	4.8	-1	-11	2	11	/	/	1	-5	-4
O=C(Nc1ccc(N2CCCCC2)c(Cl)c1)c1ccc2c(c1)OCCO2	-0.9	0	-14	6	-2	15	2	-3	11	7
COc1ccc(-c2c(C)nn3c(N4CCOCC4)cc(C)nc23)cc1OC	-3.7	12	13	12	?	11	-1	-5	-4	/
CS(=O)(=O)NCc1ccc(C(=O)NCCOc2ccccc2)cc1	17	-2	-8	/	21	0	3	-18	/	-9
CC1CC(C)(C)NC(=S)N1CC(=O)N1CCN(Cc2ccc3c(c2)OCO3)CC1 (configuration not stated)	0.0	12	3	0	-4	8	1	2	9	-3
COc1ccc([C@@H]2CC=C(C(=O)O)[C@H](c3ccc(Cl)cc3)N2S(=O)(=O)c2ccc(C)cc2)cc1OC	0.7	6	-5	-4	-1	/	/	1	5	-4
O=C(NCc1ccc(F)cc1)c1ccc(N2CCc3ccccc32)c([N+](=O)[O-])c1	-0.2	11	74*	-5	3	17	1	-3	3	4
CC(=O)c1ccc(N2CCN(C(=S)Nc3ccc(Cl)c(Cl)c3)CC2)cc1	-0.2	-6	-20	3	0	6	-2	-2	-6	-1
Cc1cccc(NC(=O)N2CCCC(CNC(=O)c3ccccc3Cl)C2)c1C (configuration not stated)	-2.0	1	-2	1	-5	-22	-3	1	7	-5
CCOc1ccc(N2CC(C(=O)NCc3ccccn3)CC2=O)cc1 (configuration not stated)	0.4	3	-12	4	-2	43	-3	0	5	1
CCOC(=O)N1CCN(CC(=O)Nc2ccc(C)cc2)CC1	0.4	2	-8	1	3	-24	1	-2	5	-2

3 compounds from above, arranged by length of the SMILES, lowest first:
SMILES	BoNT-A LC inh2	MazEF act	SSB-PriA inh	PrPC TRFRET	BoNT-F LC inh	VHR inh abs	3CLpro inhibitor	Anthrax LF prot	CCHFV vOTU inh	Rv3671c protease
C=CCOc1c(Cl)cc(CNCCC)cc1Cl	3.7	6	-6	-7	-27	22	1	-1	10	1
CCOC(=O)N1CCN(CC(=O)Nc2ccc(C)cc2)CC1	0.4	2	-8	1	3	-24	1	-2	5	-2
COc1ccc(C(=O)O/N=C(\N)c2ccccc2Cl)cc1OC	-2.0	-6	i	-6	-10	/	-1	17	10	4

(listing goes on)
SMILES	BoNT-A LC inh2	MazEF act	SSB-PriA inh	PrPC TRFRET	BoNT-F LC inh	VHR inh abs	3CLpro inhibitor	Anthrax LF prot	CCHFV vOTU inh	Rv3671c protease
CC(C)CC(=O)NS(=O)(=O)c1ccc(NS(C)(=O)=O)cc1	-0.8	-1	2	-3	-7	14	1	-4	-5	0
CCN(CC)S(=O)(=O)c1ccc(N2CCOCC2)c(NC(=O)CNCCc2ccccc2)c1	-1.7	-3	-11	5	-7	-5	-2	0	9	13
Cc1cccn2c(=O)nc(SCC(=O)NCc3ccc(F)cc3)nc12	3.8	-5	2	-3	-9	/	/	-4	1	-6
CC(=O)N1c2ccccc2C2(C)C(C1(C)C)C2(Cl)Cl (configuration not stated)	-0.2	1	-3	7	0	-25	0	-1	-11	2
COc1ccc(NC(=S)NC2CC3CCC(C2)N3Cc2ccco2)cc1 (configuration not stated)	-0.4	-15	3	-8	-1	-10	8	-9	-4	-2
O=C(COC(=O)C1=COCCO1)NC1CCCCCCC1	-0.4	10	-13	-3	1	23	4	-2	-8	-3
CCN(C(=O)[C@@H]1CCCN1C(=O)c1cccs1)c1nc2cc(Cl)ccc2s1	0.3	2	-14	2	-3	30	-7	0	14	-9
COc1ccccc1N(C(=O)c1ccco1)C(C(=O)NC1CCCC1)c1cccnc1 (configuration not stated)	0.4	0	4	4	-5	18	2	1	9	2
Cc1ccc(-c2nc3sc(C#N)c(N)n3c(=O)c2C#N)cc1	0.1	733*	-15	-6	5	18	2	-4	-11	-13
N#CCC(=N)N1CCN(c2ccc(Cl)cc2)CC1	0.1	13	12	6	-9	20	-1	-1	5	5
COCCNC(=S)NCCCNc1nc2cc3c(cc2cc1C#N)OCO3	6.9	7	-13	-12	8	-22	1	8	-139	0
CCOc1ccc2nc(SCC(=O)N3CCN(C(=O)c4ccco4)CC3)sc2c1	1.3	0	-2	3	22	30	0	3	9	-8
Cc1ccccc1N(CC(=O)NC1CCCCC1)C(=O)CCCC(=O)Nc1ccccn1	-1.5	42	0	-5	-22	15	3	-27	9	5
CCN(CC)C(=O)Cn1c(C)c(/C=C/c2cc[n+](C)cc2)c2ccccc21	-0.6	-452	-4	-44	33	-4	-8	-8	15	6
O=C(CSc1nnc(-c2ccco2)o1)Nc1c(F)cccc1F	-0.2	0	-11	2	4	/	/	-1	20	-6
O=C(c1cccc(C(=O)N2CCN(c3ccccc3F)CC2)n1)N1CCN(c2ccccc2F)CC1	0.4	-4	-11	9	-5	3	-8	10	-9	4
CCOC(=O)c1c(CC(C)C)csc1NC(=O)COC(=O)c1ccc(O)cc1	-28	-8	3	1	-41	/	/	-9	17	/
S=C(NC1CCCC1)N1CCN(c2ncccn2)CC1	-0.7	1	-5	7	-4	-26	6	1	-1	-9
O=C(NC1CCN(S(=O)(=O)c2ccccc2F)CC1)c1ccco1	-2.5	-5	-8	6	-21	29	-1	6	7	-8
Cn1c(O)c(/C=N/NC(=O)c2cc3ccccc3cc2O)c2ccccc21	3.8	9	/	-8	-11	12	9	4	20	47*
Cc1ccccc1CS(=O)(=O)c1nnc([C@H](CC(C)C)NC(=O)OC(C)(C)C)o1	-0.5	-24	-12	11	2	3	-3	-1	15	2
CC(=O)NC(Cc1c[nH]c2ccccc12)C(=O)NCCc1ccccn1 (configuration not stated)	-0.8	-1	0	6	8	21	-3	0	7	0
COc1ccc(-c2c(C#CC(C)(C)O)c3ccccc3n2C)cc1	1.7	-2	-3	-5	-19	/	/	-2	4	-10
O=C(O)c1nn(-c2ccccc2)ccc1=O	1.0	1	-5	-1	-3	7	-4	1	1	-1
Cc1ccc(/C=C/C(=O)OCC(=O)NCCN2C(=O)CSC2=O)o1	-1.3	9	-18	-2	-7	0	-2	-3	-8	11
COc1cccc(CNc2nc(NCc3ccccc3)nc3ccsc23)c1	-0.1	/	/	8	-2	/	/	4	4	/
O=C(c1cccs1)N1C[C@@H](O)[C@H](n2cc(C3CC3)nn2)C[C@@H]1c1ccc(Cl)cc1	-0.1	2	/	-9	-2	/	/	-4	-11	/
COc1ccc(NC2CCCN(C(=O)c3ccncc3)C2)cc1 (configuration not stated)	-0.1	-8	-11	-3	-1	54*	-3	1	8	-9
Cc1ccc([C@@H]2C[C@H]3[C@@H](CN2S(=O)(=O)c2ccc(Cl)cc2)C(=O)C[C@@H](c2ccc(Cl)cc2)N3S(=O)(=O)c2ccccc2C)cc1	-0.3	-13	/	-5	-1	/	/	-5	24	/
Cc1c(Cl)cccc1NC(=S)NN1CCOCC1	0.4	-1	-12	-2	4	6	5	1	4	-7
CCOC(=O)[C@]12CCC=C1N(Cc1ccco1)C(=O)[C@H](CC(=O)NCc1cccs1)C2	0.5	/	/	3	-2	/	/	-4	33*	/
CN1CCC(NCCC(c2ccc(F)cc2)c2ccc(Cl)cc2)CC1 (configuration not stated)	0.1	12	-6	-22	-19	2	6	-8	-12	/
O=C1CCC(C(=O)Nc2ccccc2)N1 (configuration not stated)	0.6	8	7	5	-2	26	2	2	8	4
C=CCN(CC(=O)NC1CCS(=O)(=O)C1)S(=O)(=O)c1ccccc1C(F)(F)F (configuration not stated)	0.4	2	-16	5	-2	11	-3	-1	19	6
COc1ccc(C(=O)NCCCNC(=O)c2ccccn2)cc1	-0.1	4	-2	-2	6	24	-1	-1	13	5
CC(C)(C)OC(=O)N(CCc1ccccc1)Cc1ccccc1OCc1cccc(NC(=O)C2CCC2)c1	-0.3	-1	-4	-3	-4	/	/	-6	19	/
CCc1c(C)sc(NC(NC(C)=O)(C(=O)OC)C(F)(F)F)c1C#N (configuration not stated)	-0.6	-3	3	-4	-1	-18	6	-3	0	8
CCOC(=O)C1=C(C)NC2=C(C(=O)CC(C)(C)C2)C1c1coc2ccccc2c1=O (configuration not stated)	1.2	0	-3	-4	-3	-4	-1	4	-1	8
Cc1ccc(-c2csc(N(Cc3ccco3)C(=O)c3cccs3)n2)cc1	-0.3	-10	-29	3	-5	-10	4	-10	7	-20
O=C(NC1CC1)C1CCN(C2CCN(C(=O)c3ccc4cccc(F)c4n3)CC2)CC1	-0.7	1	-10	-8	0	16	3	1	7	4
Cc1ccc(C(=O)NCC(c2ccc(F)cc2)N2CCOCC2)s1 (configuration not stated)	0.6	-7	5	2	-8	/	/	2	-5	2
Cc1nnc(C)n1/N=C/c1cccc([N+](=O)[O-])c1	-0.3	0	/	-9	-4	18	2	0	9	3
Cc1ccc(N)cc1O	0.0	-8	11	-14	0	/	/	-6	21	0
CC(NC(=O)c1ccc(OC2CCN(C(=O)c3cccnc3)CC2)cc1)C1CC1 (configuration not stated)	-0.6	14	4	3	-3	6	-1	3	7	-8
Cc1cc(C(=O)COC(=O)c2ccc(NC(=O)CC#N)cc2)c(C)n1C1CC1	/	-9	7	-4	/	/	/	/	17	/
COc1cc(OC)c([C@H]2C=C(C)[C@H]3C[C@@H]2C3(C)C)c(OC)c1	2.8	1	-16	2	?	/	/	3	-10	6
Cc1ccsc1/C=C/c1ccc2ccccc2n1	4.6	-9	-37	-7	-1	27	6	-1	-12	-8

These rows are one share of the data; count on the stated rates, not on these rows.
